pAkt inh = blocks phosphorylation of Akt; 360,000 tested, 0.32% active; Neuro2A IGF-stimulated pAkt S473 HTRF, 20 min; stronger effect = lower value; activity change, % for hits at 50 µM; in the data active = activity change below about -80%; inconclusive = mostly about -51% to -80%; also: % is scaled to controls: 0 for no effect and ±100 for the full control effect
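Neuro2A cells in DMEM with 0.5% FBS, overnight at 37 deg C, given compound at single 50 µM final, then IGF (6 nM final) for 20 min at 37 deg C. Lysed; phospho-Akt Ser473 by HTRF after 24 h, 665/615 ratio.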
Abeta rescue = compounds reversing amyloid beta toxicity in yeast | Potency, µM (titrated, usually from 46.1 µM), for the others: top-dose growth rescue, usual class: activators | 410,000 tested, 0.063% active | yeast expressing A-beta42, growth rescue, OD600, 48 h; response scale: 0% DMSO, 100% iron-clioquinol control; also: potency is read from the fitted curve at half-maximal effect; nearly all actives have a fitted effect of over 55% in size
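Growth rescue measured by 600 nm absorbance after 48 h yeast culture at 30 C with compound. Values normalized between DMSO and an equimolar ferric chloride plus clioquinol control.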
MmCpn inh = blocks the Methanococcus maripaludis chaperonin Mm-Cpn; Potency, µM (series often up to 76.9 µM), inactives show top-dose activity, negative = inhibition, actives largely listed as inhibitors; 330,000 tested, 0.031% active; purified Mm-Cpn ATPase, ADP Transcreener TR-FRET; AID 504842; also: potency is read from the fitted curve at half-maximal effect; % is scaled to controls: 0 for no effect and ±100 for the full control effect; nearly all actives have a fitted effect of over 80% in size
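Quantitative HTS used 25 nM Mm-CPN and 10 uM ATP in magnesium/KCl Tris buffer, pH 7.4, with 1 mM DTT. Hydrolysis ran 30 min at 37°C; ADP was read by HTRF.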
A549 viability = counter-screen for Nrf2 inhibitors: cytotoxicity in A549 cells; Potency, µM (top dose mostly 46 µM), for the others: at the top dose activity change, negative = cytotoxicity, usual class: inhibitors; A549 ARE-Fluc cells, CellTiter-Fluor viability, 18-24 h; 390,000 tested, 0.16% active; also: potency is read from the fitted curve at half-maximal effect; % is scaled to controls: 0 for no effect and ±100 for the full control effect
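A549 ARE_Fluc cells in 5% FBS OPTI-MEM were exposed to compounds in concentration-response for 18-24 h at 37 deg C. Viability was read by CellTiter-Fluor fluorescence (Ex 405/Em 525) after 30 min, before the luciferase read.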
HepG2 tox = kills HepG2 cells in TGF-b inhibitor counter-screen; HepG2 CAGA-GFP viability, ATP luminescence, 18 h; Potency, µM (series often up to 46.1 µM), without a hit: at the highest dose activity change, negative = cytotoxicity, usual class: cytotoxic; 410,000 tested, 0.76% active; also: potency is read from the fitted curve at half-maximal effect; some results filed as inactive show a strong effect at the top dose
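CellTiter-Glo luminescence gave cytotoxicity after 18 hours at 37 degrees C. The cells were HepG2 CAGA-GFP in 1% FBS DMEM, stimulated with 500 pg/mL TGF-beta after compound addition. %Activity was normalised to no-cell wells (complete cell-killing) and DMSO (no toxicity), and curves were fitted and classified.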
Nrf2 ARE act = activators of Nrf2 (ARE) signaling; AREc32 ARE-luciferase reporter (MCF7-derived line), luminescence, 24 h; Potency, µM (highest dose often 46.1 µM), for the others: at the top dose activation, hits mostly activators; 410,000 tested, 0.31% active; also: potency is read from the fitted curve at half-maximal effect; % of control where 0% means no effect; nearly all actives have a fitted effect of over 65% in size
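AREc32 cells carrying an ARE-driven firefly luciferase reporter were seeded at 1000 cells/well in OPTI-MEM with 5% FBS, then exposed to compound for 24 hr at 37 deg C. Luminescence was read with Steady-Glo after 30 min at RT.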
CCT modulator = cytosolic chaperonin activity modulation; purified chaperonin ATPase assay, HTRF ADP detection, 30 min; activity change, % (no concentration beside the values), hits read low; 360,000 tested, 0.3% active; in the data active = activity change below about -30%; also: % is scaled to controls: 0 for no effect and ±100 for the full control effect
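First, chaperonin was dispensed at 40 nM or 20 nM final depending on batch activity. Next, compounds were pinned at 76 uM and ATP added at 10 uM. After 30 min at 37 °C, ADP detection reagents ran 30 min at ambient temperature.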
TGFb inhibitor = inhibitors of TGF-b signaling; 410,000 tested, 1.2% active; HepG2 CAGA-GFP TGF-b/SMAD3 reporter, GFP fluorescence, 18 h; TGF-beta stimulated, 500 pg/mL final; Potency, µM (highest dose often 46.1 µM), for inactives: at the highest dose activity, negative = inhibition, most hits filed as inhibitors; AID 588855; also: potency is read from the fitted curve at half-maximal effect; % is scaled to controls: 0 for no effect and ±100 for the full control effect; nearly all actives have a fitted effect of over 65% in size
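Per well, imaged GFP fluorescence of HEPG2 CAGA-GFP cells gives the signal; cells get compound, then TGF-beta (500 pg/mL final), 18 h at 37 degrees C; %Activity versus -TGF-beta and +DMSO controls.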
Nrf2 block = Nrf2 pathway inhibition. A549 ARE-Fluc reporter, luciferase luminescence, 18-24 h. Potency, µM (doses to about 46 µM), for inactives: at the top dose activity change, negative = inhibition, most hits filed as inhibitors. 360,000 tested, 2.1% active; also: potency is read from the fitted curve at half-maximal effect; % is scaled to controls: 0 for no effect and ±100 for the full control effect; nearly all actives have a fitted effect of over 60% in size
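A549 ARE_Fluc cells (5000/well, 5% FBS OPTI-MEM) pre-incubated 2 h, then treated with compounds 18-24 h at 37C/5% CO2 in concentration-response. CellTiter-Fluor viability read first; BugLite luciferase luminescence after 15 min at room temperature gives Nrf2 activity.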
An asterisk follows results filed as active; i = inactive; ? = inconclusive; / = no result given; & = joins results of further samples; [ ] = dose if it differs, or a comment. Unless noted, calls follow the shape of the dose curve; as a rule, active = well fitted curve in the direction sought with a large enough effect; inconclusive = small, poorly fitted or top-dose-only effect, or another doubt; inactive = no such curve, though single readings can be large; an effect the other way counts as inactive or inconclusive.

SMILES | pAkt inh | Abeta rescue | MmCpn inh | A549 viability | HepG2 tox | Nrf2 ARE act | CCT modulator | TGFb inhibitor | Nrf2 block
O=C(CO/N=C1\CCCc2nonc21)Nc1ccccc1Cl | i | 1% | 1% | 9% | 34% | 3.3% | 0.7 | 8% | ?
CCOC(Cn1c(SCC(=O)Nc2cc(C)on2)nc2ccccc2c1=O)OCC | i | 11% | 1% | -6% | -1% | -0.8% | -2.1 | -2% | -5%
CCCn1nnnc1NCc1ccccc1OCC | i | -9% | -7% | -2% | 3% | 0.0% | 0.9 | -10% | ?
O=C(NCc1ccc(F)cc1)c1ccc(S(=O)(=O)N2CCCCC2)cc1 | i | -6% | 0% | 0% | -3% | 0.3% | -0.4 | 3% | -10%
CCOC(=O)c1c(NC(=O)COc2ccc(Cl)cc2Cl)sc2c1CCCCC2 | / | 4% | / | -2% | -1% | 3.2% | / | 2% | 13%
O=C(CN1C(=O)C2CC=CCC2C1=O)Nc1nc2ccccc2[nH]1 (stereo not given) | i | 17% | -4% | -5% | 5% | 0.6% | -0.6 | -4% | -1%
COc1ccc(N2C(=O)CC(NCc3cccc(F)c3)C2=O)cc1 (stereo not given) | i | -13% | -2% | -1% | 1% | -0.4% | 0.4 | 0% | 2%
Cc1cc(C(=O)Nc2cccc(C)c2C)n(-c2ccccc2)n1 | i | 3% | 2% | -3% | 0% | 0.8% | 0.1 | 0% | 15%
Cc1cc(NS(=O)(=O)c2ccc(NC(=O)CSc3nc4ncc(Cl)cc4[nH]3)cc2)nc(C)n1 | i | -2% | 0% | 14% | 7% | 0.4% | 0.8 | -8% | 27%
CCCN(CCC)S(=O)(=O)c1ccc(C(=O)O)cc1 | i | -9% | -1%[15.4 µM] | -1% | -2% | -0.2% | -2.6 | 2% | 10%
COC(=O)C1=C(N)c2c(F)cccc2C1(C#N)c1ccc(F)cc1 (stereo not given) | i | -4% | -13% | -5% | 4% | -0.4% | -3.3 | -6% | -5%
Cc1ccc(C(=O)NC(=S)NNC(=O)COc2ccccc2C)cc1 | i | 3% | -6% | -3% | -22% | 0.1% | 0.6 | 9% | 14%
CCOc1ccccc1NC(=O)CCn1nc(C)c(S(=O)(=O)N2CCCCC2)c1C | i | 14%&-12% | -2% | ? | -1%&-12% | -0.4%&0.4% | -0.6 | 16%&-9% | -6%
Cc1ccccc1OCc1nnc(SCC(=O)Nc2ccc3c(c2)OCO3)n1C | i | 19% | 0% | -4% | -12% | 0.1% | -1.5 | 11% | -20%
NC(=O)Cn1c(=O)n(Cc2ccco2)c(=O)c2c3c(sc21)CCCCC3 | i | -7% | -2% | 15% | -2% | 17% | -0.9 | 0% | 12%
COc1ccc(-c2noc(-c3nnn(-c4cc(C)ccc4C)c3N)n2)cc1 | / | -4% | / | -1% | 1% | 2.9% | / | 4% | ?
O=C1C(=O)N(C2CCCC2)C(=O)N1Cc1c(F)cccc1Cl | i | -10% | 4% | -9% | -8% | -0.2% | -0.4 | 1% | 6%
CC(=O)N1CCN(C(=O)c2cc(-c3ccc(Cl)s3)nc3ccccc23)CC1 | i | -12% | ? | 4% | -13% | 5.3% | 0.5 | ? | 5%
COc1ccc(N2C(=O)CC(N3CCC(O)(c4ccc(Br)cc4)CC3)C2=O)cc1 (stereo not given) | i | -91%[inhibitor] | 3% | 0% | 6% | -0.7% | -0.2 | -9% | /
COc1cc(NC(=O)Cn2cnc(C(=O)Nc3ccc(C)c(C)c3)n2)cc(OC)c1OC | i | -7% | 3% | -2% | 0% | -0.4% | -1.3 | -19% | 14%
COc1cc(C2N(c3cc(C)on3)C(=O)C3CCCN32)cc(OC)c1OC (stereo not given) | i | 0% | -3% | -3% | 1% | 0.1% | -9.6 | -2% | 10%
Clc1ccc(C2=Nn3c(nnc3-c3cccnc3)SC2)s1 | i | -7% | -4% | -8% | -2% | 0.2% | -1.7 | 13% | -13%
CC(C)NC(=O)C1CCC(Cn2c(=O)c3sccc3n(CC(=O)Nc3ccccc3)c2=O)CC1 (stereo not given) | / | -9% | / | -10% | -3% | 0.5% | / | 4% | ?
Cc1nc(SCC(=O)Nc2ccnc3ccccc23)n[nH]1 | i | -6% | 0% | / | -17% | 0.4% | 1.1 | -4% | -27%
O=S(=O)(Cc1ccccc1Cl)NCc1ccccc1 | i | 9% | 2% | 0% | 6% | -0.2% | 0.6 | -15% | 1%

Some of the entries so far, as tab-separated lines.
SMILES	pAkt inh	Abeta rescue	MmCpn inh	A549 viability	HepG2 tox	Nrf2 ARE act	CCT modulator	TGFb inhibitor	Nrf2 block
COc1ccc(N2C(=O)CC(N3CCC(O)(c4ccc(Br)cc4)CC3)C2=O)cc1 (stereo not given)	i	-91%[inhibitor]	3%	0%	6%	-0.7%	-0.2	-9%	/
COc1cc(NC(=O)Cn2cnc(C(=O)Nc3ccc(C)c(C)c3)n2)cc(OC)c1OC	i	-7%	3%	-2%	0%	-0.4%	-1.3	-19%	14%
COc1cc(C2N(c3cc(C)on3)C(=O)C3CCCN32)cc(OC)c1OC (stereo not given)	i	0%	-3%	-3%	1%	0.1%	-9.6	-2%	10%
Clc1ccc(C2=Nn3c(nnc3-c3cccnc3)SC2)s1	i	-7%	-4%	-8%	-2%	0.2%	-1.7	13%	-13%
CC(C)NC(=O)C1CCC(Cn2c(=O)c3sccc3n(CC(=O)Nc3ccccc3)c2=O)CC1 (stereo not given)	/	-9%	/	-10%	-3%	0.5%	/	4%	?
Cc1nc(SCC(=O)Nc2ccnc3ccccc23)n[nH]1	i	-6%	0%	/	-17%	0.4%	1.1	-4%	-27%
O=S(=O)(Cc1ccccc1Cl)NCc1ccccc1	i	9%	2%	0%	6%	-0.2%	0.6	-15%	1%

Remaining list, next part:
SMILES | pAkt inh | Abeta rescue | MmCpn inh | A549 viability | HepG2 tox | Nrf2 ARE act | CCT modulator | TGFb inhibitor | Nrf2 block
Cc1ccc(Nc2nc(C)cc(C)n2)c(C(=O)O)c1 | / | -9% | / | -8% | -1% | 3.8% | / | 4% | /
Nc1ccccc1SC(CC(=O)c1ccccc1)c1ccccc1 (stereo not given) | i | -13% | / | / | -58% | ? | -1.7 | ? | /
CCn1c(=O)sc2cc(NS(=O)(=O)c3ccc(F)c(C)c3)ccc21 | / | -3% | / | -3% | -28% | 14% | / | ? | 18µM*
Clc1ccccc1Cn1nnc2c(NCC3CC3)ncnc21 | i | 13% | 1% | 0% | -16% | -0.7% | -4.9 | -2% | ?
S=C(NCCCc1ccccc1)NC1CCCCC1 | i | ? | 0% | 10% | -28% | 0.3% | -1.4 | ? | 22%
COc1cc(OC)c(OC)cc1CNC(=O)CCN1C(=O)c2cccc([N+](=O)[O-])c2C1=O | i | 4% | ? | -14% | 16% | 0.0% | 0.2 | -1% | 25%
C=CCOc1cccn2c(N(C=O)Cc3ccccc3)c(CC)nc12 | i | -2% | / | / | -7% | 0.2% | -0.9 | -7% | /
COc1ccccc1Nc1nc(-c2sc(NC(=O)c3ccccc3)nc2C)cs1 | i | -14% | -8% | -6% | -11% | 7.2% | -4.1 | -2% | 10%
Cn1c(SCc2cccc(Br)c2)nc2ccccc2c1=O | i | 6% | 0% | 0% | -19% | 3.4% | 1.5 | ? | ?
O=C(/C=C/[C@H]1O[C@@H](n2cnc3c(NC(=O)c4ccccc4)ncnc32)[C@H](O)[C@@H]1O)NCC1CCCCC1 | i | 0% | / | / | -1% | 0.5% | -2.5 | -8% | /
CC(=O)c1cccc(NC(=O)CCN2C(=O)C3C4CCC(C4)C3C2=O)c1 (stereo not given) | i | 6% | 4% | 14% | 3% | 2.0% | -1.2 | -5% | 20%
CC(C)c1ccc(NC(=O)CSc2nc(-c3ccccc3F)nc3nc[nH]c23)cc1 | i | 3% | -10% | -7% | -25% | 7.1% | -20 | -21% | -14%
Cc1ccccc1-c1nc(CS(=O)CC(=O)NCc2ccccn2)c(C)o1 (stereo not given) | i | 11% | -2% | 2% | 10% | 0.2% | 0.7 | 7% | 10%
CCOC(=O)CSc1nc(C(C)C)nc2sc(C)c(C)c12 | i | -7% | -5% | 0% | -6% | -0.3% | -0.3 | -15% | -15%
CCC(=O)Nc1ccc(NC(=O)CSc2nnnn2-c2ccc3c(c2)OCCO3)cc1 | i | 7% | 1% | 3% | -19% | -0.2% | 0.6 | -4% | -29%
CC(C)(C)OC(=O)NCCCC[C@@H](C(=O)NCCCCCCCCCCC(=O)N1CCN(C(=O)OC(C)(C)C)CC1)n1cc(CCO)nn1 | i | -3% | -2% | ? | -14% | 0.3% | -3.8 | ? | ?
CC(=O)Nc1ccc(S(=O)(=O)N2CCc3c(Cl)cccc3C2)cc1 | i | 3% | 1% | 0% | -33% | 0.0% | 0.3 | ? | ?
Cc1ccc(-n2ncc3c(NC(C)c4ccccc4)ncnc32)cc1 (stereo not given) | / | -10% | / | -3% | -36% | 6.8% | / | 29% | /
CC1CN(S(=O)(=O)c2cccc(C(=O)OCC(=O)NCc3ccccc3)c2)CC(C)O1 (stereo not given) | i | -4% | -1% | 0% | 1% | -0.1% | 0.2 | 7% | -5%
COCCCNC(=O)C(=O)NC1CCCCC1C (stereo not given) | i | -1% | -2% | 0% | 0% | -0.2% | 0.5 | -1% | 4%

High-throughput results as filed in PubChem.
